Assay outcomes deposited in PubChem BioAssay by Broad Institute.
Cneo AK release – Cryptococcus neoformans lysis via adenylate kinase release; C. neoformans lysis, adenylate kinase release luminescence, 4 h; normalised: neutral wells 0, clomiphene wells 100; lysis activity, % at 15 µM; 0.2% of 360,000 active;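 active = mean lysis activity across replicates of at least 80%, whatever share of replicates individually reach that level; inactive = mean lysis activity below 80%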
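Schedule: static 4 h at 37 °C with compound, 1 h detection; system: C. neoformans cells; benchmarks: Clomiphene as positive control; buffer or medium: fresh YPD medium; measure: luminescence rise reflecting yeast cell lysis; measured by: luminescent adenylate kinase detection reagent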
ERAP1 inh – inhibitors of human ERAP1 aminopeptidase. recombinant ERAP1, Leu-AMC fluorescence, 60 min. inhibition, % at 10.7 µM. 0.15% of 340,000 active;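 active = mean replicate inhibition of at least 30%, or all replicates individually reaching that 30% level; inactive = mean below 30% and not every replicate reaching it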;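 also: 0% = neutral control wells and 100% = L-leucinethiol positive control wells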
Target sequence (Q9NZ08 whole entry, looked up): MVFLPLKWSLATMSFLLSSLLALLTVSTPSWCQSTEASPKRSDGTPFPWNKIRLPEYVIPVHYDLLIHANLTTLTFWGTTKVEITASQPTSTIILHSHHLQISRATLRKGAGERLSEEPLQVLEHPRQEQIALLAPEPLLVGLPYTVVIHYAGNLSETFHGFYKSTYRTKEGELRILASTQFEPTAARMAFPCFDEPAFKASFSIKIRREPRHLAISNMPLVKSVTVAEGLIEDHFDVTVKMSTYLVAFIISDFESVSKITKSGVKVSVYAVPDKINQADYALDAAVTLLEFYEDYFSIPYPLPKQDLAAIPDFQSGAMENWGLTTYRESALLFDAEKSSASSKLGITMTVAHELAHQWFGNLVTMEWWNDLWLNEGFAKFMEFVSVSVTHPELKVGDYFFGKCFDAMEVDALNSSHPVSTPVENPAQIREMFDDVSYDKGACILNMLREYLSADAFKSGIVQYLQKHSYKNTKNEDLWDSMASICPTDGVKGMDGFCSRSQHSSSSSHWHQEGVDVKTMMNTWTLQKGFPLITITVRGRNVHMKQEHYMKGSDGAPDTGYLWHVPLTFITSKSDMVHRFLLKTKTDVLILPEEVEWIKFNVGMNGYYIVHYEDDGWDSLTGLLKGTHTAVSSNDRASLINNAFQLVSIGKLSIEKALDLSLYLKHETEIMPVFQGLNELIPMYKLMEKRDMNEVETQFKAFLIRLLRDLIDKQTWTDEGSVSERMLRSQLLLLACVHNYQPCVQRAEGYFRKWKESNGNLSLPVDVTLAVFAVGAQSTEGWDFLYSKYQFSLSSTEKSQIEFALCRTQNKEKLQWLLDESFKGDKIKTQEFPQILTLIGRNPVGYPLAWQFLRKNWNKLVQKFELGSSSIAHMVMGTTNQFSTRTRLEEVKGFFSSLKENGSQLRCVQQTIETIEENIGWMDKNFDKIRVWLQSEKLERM
LGR2 antag – Drosophila LGR2 receptor signaling inhibition; 0.35% of 380,000 active; AID 720647; inhibition, % at 9.99 µM; HEK293 LGR2, CRE-luciferase, bursicon-stimulated, 4 h;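 active = drop in luminescence signal, shown as inhibition above about 50% in the replicate tests, limit read from the data, passing the limit was not always enough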;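 also: agonist challenge used bursicon conditioned medium at about half maximal strength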
S100A4 MyoIIA – blocks human S100A4 binding to myosin IIA peptide; S100A4/TAMRA-MyoIIA peptide fluorescence polarization; 0.14% of 360,000 active; inhibition, % at 10.7 µM; P26447;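 active = mean inhibition of at least 70% across replicates, with every replicate also reaching that level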
Target sequence (P26447 whole entry, looked up): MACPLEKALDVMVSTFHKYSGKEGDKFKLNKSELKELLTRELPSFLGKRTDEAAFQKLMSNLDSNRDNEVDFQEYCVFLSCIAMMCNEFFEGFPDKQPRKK
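System – human S100A4 monomer protein, biochemical binding assay · Buffer or medium – Calcium-containing HEPES buffer, pH 7.2 · Timing – 5 min between mix addition and reading · Also added – TAMRA-labelled myosin IIA heavy-chain peptide probe, 5 nM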
Xi reactivation – activators of X-chromosome reactivation in mouse fibroblasts; 0.055% of 360,000 active; AID 743238; activation, % at 7.58 µM; XiGFP mouse fibroblasts, % GFP-positive cells imaging, 3 d; cells co-treated with 5-aza-dC sensitizer; scaled so ellipticine positive control = 100%;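 active = mean normalized replicate activation at least 10% and every replicate at or above 10%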;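 also: 0% = median of on-plate neutral control wells and 100% = ellipticine 6 µM median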
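System: XiGFP fibroblasts, SV40-immortalized. Medium: DMEM plus 5-aza-dC sensitizer. Doses: single point. Timing: 3 d treatment, 15 min room-temperature fixation. Control set: ellipticine 6 µM.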
SIRT5 inh – blocks human SIRT5 desuccinylation of peptide; Q9NXA8; Purified SirT5, succinyl-peptide AMC, trypsin-coupled fluorescence; inhibition, % at 15 µM; 1.1% of 330,000 active; AID 652115; in the data active = inhibition above about 15%
PGC1a acetyl inh – lowers PGC1a acetylation signal in U2OS cells. inhibition, % at 15.6 µM. AID 651687. 0.17% of 350,000 active. AlphaScreen anti-acetyl-lysine; with virally co-expressed GCN5 acetyltransferase;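 active = every replicate shows inhibition of at least 40%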;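 also: 0% = neutral control wells and 100% = positive control wells; some results beyond the cut were filed as inactive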
Statin myotox sup – suppression of simvastatin myotoxicity. C2C12 myotubes + simvastatin, ATP luminescence, 48 h; scaled: DMSO 0, geranylgeraniol control 100. rescue of ATP level, % at 7.49 µM. 0.78% of 330,000 active;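 active = mean ATP rescue above about 67%, or every replicate alone reaching that limit, limit read from the data, passing the limit was not always enough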;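 also: myotubes were challenged with 10 µM simvastatin during compound exposure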
The depositor's hits bear a star.

For CC(=O)c1cccc(NC(=O)CSc2ccc(-c3ccccn3)nn2)c1 the results were Cneo AK release -4, ERAP1 inh 1, LGR2 antag -22, S100A4 MyoIIA 0, Xi reactivation 0.2, SIRT5 inh 2, PGC1a acetyl inh -2 and Statin myotox sup 12.
`CC(Oc1ccccc1F)C(=O)NNC(=O)CCNC(=O)c1ccco1` (stereo unspecified) gave Cneo AK release 0, ERAP1 inh -1, LGR2 antag 5, S100A4 MyoIIA 3, Xi reactivation 0.1, SIRT5 inh -6, PGC1a acetyl inh 10 and Statin myotox sup 26.
Screening OC(c1ccccc1)(c1ccccc1)C1CCN(CCCOc2ccc(-c3cncnc3)cc2)CC1 returned ERAP1 inh -2, LGR2 antag -5, S100A4 MyoIIA 0, Xi reactivation -0.1 and SIRT5 inh -5.
`O=C(Nc1cc(C(F)(F)F)cc(C(F)(F)F)c1)[C@H]1O[C@@H](n2ccc(=O)[nH]c2=O)[C@H](O)[C@@H]1O` gave Cneo AK release 1, ERAP1 inh 1, LGR2 antag -5, S100A4 MyoIIA 0, Xi reactivation 0.0, SIRT5 inh 0, PGC1a acetyl inh -4 and Statin myotox sup 2.
Screening CN(CC1CCCO1)S(=O)(=O)c1ccc(C(=O)Nc2nc3cc4c(cc3s2)OCO4)cc1 (stereo unspecified) returned Cneo AK release 5, ERAP1 inh 4, LGR2 antag 19, S100A4 MyoIIA -1, Xi reactivation 0.1, SIRT5 inh 7 and Statin myotox sup -6.
Screening O=C(CCCc1c[nH]c2ccccc12)NCCc1c[nH]c2ccccc12 returned Cneo AK release 4, ERAP1 inh -2, LGR2 antag 2, S100A4 MyoIIA -3, Xi reactivation 0.0, SIRT5 inh -5 and Statin myotox sup 11.
Screening N#CC1=C(N)Oc2cc(O)c(C=Nc3ccccc3)cc2C1c1ccccc1 (stereo unspecified) returned ERAP1 inh -1, LGR2 antag 3, S100A4 MyoIIA 1, Xi reactivation 0.1 and SIRT5 inh -4.
For O=C(c1ccncc1)N1C[C@H]2[C@@H](c3ccccc31)[C@@H](CO)N2Cc1ccc(F)cc1 the results were Cneo AK release 1, ERAP1 inh -1, LGR2 antag -1, S100A4 MyoIIA 62, Xi reactivation 0.4, SIRT5 inh -1, PGC1a acetyl inh -3 and Statin myotox sup -10.
For CSc1sc(-c2ccnc(SCCS(C)(=O)=O)n2)c(-c2ccccc2)c1C#N the results were ERAP1 inh -3, LGR2 antag 5, S100A4 MyoIIA -3, Xi reactivation 0.3, SIRT5 inh -2 and PGC1a acetyl inh -1.
Screening COCOCCn1cc(CN2CCS(=O)(=O)N(Cc3ccc(-c4ccc(Cl)cc4)cc3)C(C(C)C)C2=O)nn1 (stereo unspecified) returned ERAP1 inh -3, LGR2 antag 9, S100A4 MyoIIA 0, SIRT5 inh -4, PGC1a acetyl inh 5 and Statin myotox sup -1.
For C[C@@H]1CN([C@H](C)CO)C(=O)Cc2cc(NC(=O)Nc3cccc4ccccc34)ccc2O[C@H]1CN(C)C(=O)Nc1ccc(C(F)(F)F)cc1 the results were Cneo AK release -3, ERAP1 inh -1, LGR2 antag -9, S100A4 MyoIIA 1, Xi reactivation 0.2, SIRT5 inh 13, PGC1a acetyl inh -2 and Statin myotox sup 0.
For CCc1nc2nc(C)c(NS(=O)(=O)c3ccc(C4CCCCC4)cc3)c(=O)n2[nH]1 the results were Cneo AK release 0, ERAP1 inh -3, LGR2 antag -6, S100A4 MyoIIA -11, Xi reactivation 0.0, PGC1a acetyl inh -26 and Statin myotox sup 7.

Grouped by structure, the compounds so far containing a cyano group (two)
Screening N#CC1=C(N)Oc2cc(O)c(C=Nc3ccccc3)cc2C1c1ccccc1 (stereo unspecified) returned ERAP1 inh -1, LGR2 antag 3, S100A4 MyoIIA 1, Xi reactivation 0.1 and SIRT5 inh -4.
For CSc1sc(-c2ccnc(SCCS(C)(=O)=O)n2)c(-c2ccccc2)c1C#N the results were ERAP1 inh -3, LGR2 antag 5, S100A4 MyoIIA -3, Xi reactivation 0.3, SIRT5 inh -2 and PGC1a acetyl inh -1.

Next records
For O=C(O)c1cc(O)c2c(c1)C(=O)c1cc(O)cc(O)c1C2=O the results were Cneo AK release -1, ERAP1 inh 1, LGR2 antag 4, S100A4 MyoIIA 0, SIRT5 inh 13, PGC1a acetyl inh 1 and Statin myotox sup 6.
For COc1cccc(NC(=O)N(C)C[C@H]2Oc3ncc(/C=C/c4ccccc4)cc3C(=O)N([C@H](C)CO)C[C@@H]2C)c1 the results were Cneo AK release 2, ERAP1 inh 0, LGR2 antag 14, S100A4 MyoIIA 7, Xi reactivation -1.0, SIRT5 inh 0, PGC1a acetyl inh 0 and Statin myotox sup -14.
Screening C/C(=N/NC(=O)CNC(=O)c1ccccc1)c1ccc(C)cc1 returned ERAP1 inh 14, LGR2 antag -10, S100A4 MyoIIA -23, Xi reactivation 0.0, SIRT5 inh -4, PGC1a acetyl inh 2 and Statin myotox sup -3.
For Fc1cccc(Nc2c3c(nc4ccccc24)CCC3)c1 the results were Cneo AK release 11, ERAP1 inh 1, LGR2 antag -11, S100A4 MyoIIA -5, Xi reactivation 0.1, SIRT5 inh -3 and Statin myotox sup -3.
For CC(C)CC#Cc1ccc2c(c1)O[C@H](CN(C)C(=O)NC1CCCC1)[C@@H](C)CN([C@H](C)CO)S2(=O)=O the results were Cneo AK release -3, ERAP1 inh 2, LGR2 antag -3, S100A4 MyoIIA -8, Xi reactivation -0.8, SIRT5 inh 14 and PGC1a acetyl inh 10.
`COc1ccc(-c2nc(SC(C)C(=O)NCC3CCCO3)n[nH]2)cc1` (stereo unspecified) gave Cneo AK release 1, ERAP1 inh 8, LGR2 antag -1, S100A4 MyoIIA 6, Xi reactivation 0.0, SIRT5 inh 6 and Statin myotox sup -38.
Screening O=C(NCC1CCCO1)C1CCCN(S(=O)(=O)c2cccc(C(F)(F)F)c2)C1 (stereo unspecified) returned Cneo AK release 1, ERAP1 inh 0, LGR2 antag 21, S100A4 MyoIIA -3, Xi reactivation 0.0, SIRT5 inh -1 and Statin myotox sup 5.
Screening C[C@H]1CN([C@@H](C)CO)C(=O)CCCn2nncc2CO[C@@H]1CN(C)S(=O)(=O)c1ccc(Cl)cc1 returned Cneo AK release 8, ERAP1 inh 0, LGR2 antag -11, S100A4 MyoIIA -4, Xi reactivation 0.4, SIRT5 inh 2, PGC1a acetyl inh -16 and Statin myotox sup 5.
For O=C(Nc1cccc(S(=O)(=O)NC2=NCCCCC2)c1)c1cc(-c2ccc(Cl)cc2)nc2ccccc12 the results were ERAP1 inh 2, LGR2 antag 14, S100A4 MyoIIA -2, Xi reactivation 0.0 and SIRT5 inh 1.
CCCNC(=O)C1(C)CCCN(Cc2ccc(-c3ccccc3)cc2)C1 (stereo unspecified) was read as Cneo AK release -5, ERAP1 inh -1, LGR2 antag 5, S100A4 MyoIIA 6, Xi reactivation 0.1, PGC1a acetyl inh -15 and Statin myotox sup -3.
O=C(N/N=C/c1ccc(Br)o1)c1cc([N+](=O)[O-])cc([N+](=O)[O-])c1 was read as ERAP1 inh -1, LGR2 antag -20, S100A4 MyoIIA 2, Xi reactivation 0.1, SIRT5 inh 1 and PGC1a acetyl inh 6.
`c1ccc(Nc2nc(NCCN3CCOCC3)nc(Nc3ccccc3)n2)cc1` gave Cneo AK release 3, ERAP1 inh 12, LGR2 antag -9, S100A4 MyoIIA -3, Xi reactivation 0.2, SIRT5 inh -1, PGC1a acetyl inh 6 and Statin myotox sup -10.

A run of entries of the results above:
For CC(=O)c1cccc(NC(=O)CSc2ccc(-c3ccccn3)nn2)c1 the results were Cneo AK release -4, ERAP1 inh 1, LGR2 antag -22, S100A4 MyoIIA 0, Xi reactivation 0.2, SIRT5 inh 2, PGC1a acetyl inh -2 and Statin myotox sup 12.
`CC(Oc1ccccc1F)C(=O)NNC(=O)CCNC(=O)c1ccco1` (stereo unspecified) gave Cneo AK release 0, ERAP1 inh -1, LGR2 antag 5, S100A4 MyoIIA 3, Xi reactivation 0.1, SIRT5 inh -6, PGC1a acetyl inh 10 and Statin myotox sup 26.

The results go on:
`CC12CN3CC(C)(CN(C1)C3c1ccc(Br)cc1)C2=O` (stereo unspecified) gave Cneo AK release 0, ERAP1 inh 1, S100A4 MyoIIA -6, SIRT5 inh -2, PGC1a acetyl inh 6 and Statin myotox sup 1.
Screening O=C(C1CCCCC1)N1C[C@H]2[C@@H](c3ccccc31)[C@H](CO)N2C(=O)c1ccccc1F returned Cneo AK release -3, ERAP1 inh 0, LGR2 antag -9, S100A4 MyoIIA 5, Xi reactivation 0.0, SIRT5 inh 0, PGC1a acetyl inh 2 and Statin myotox sup 3.
C[C@@H]1CN([C@H](C)CO)C(=O)c2cc(NS(=O)(=O)c3ccc(F)cc3)ccc2O[C@H]1CN(C)C(=O)Nc1ccccc1 was read as Cneo AK release 0, ERAP1 inh -4, LGR2 antag 13, S100A4 MyoIIA -5, Xi reactivation 0.3, SIRT5 inh -1, PGC1a acetyl inh 3 and Statin myotox sup 1.
For O=C(c1ccc(Cl)c([N+](=O)[O-])c1)N1CCN(C(=O)c2ccco2)CC1 the results were ERAP1 inh 0, LGR2 antag 0, S100A4 MyoIIA 3, Xi reactivation 0.0 and SIRT5 inh -5.
For O=C(C[C@H]1C[C@H]2c3cc(NS(=O)(=O)c4ccc(F)cc4)ccc3O[C@H]2[C@@H](CO)O1)N1CCCCC1 the results were Cneo AK release 3, ERAP1 inh 1, LGR2 antag -1, S100A4 MyoIIA 5, Xi reactivation 0.0, SIRT5 inh 2, PGC1a acetyl inh 0 and Statin myotox sup 0.
CO[C@@H]1CC[C@@H]2CCN(C)C(=O)[C@@H](C)N(C)C(=O)c3cc(C#N)ccc3OC[C@@H]1O2 was read as Cneo AK release 0, ERAP1 inh -2, LGR2 antag 4, S100A4 MyoIIA -8, Xi reactivation 0.0, SIRT5 inh -2 and Statin myotox sup 26.
For O=C(COC(=O)CNS(=O)(=O)c1c(F)cccc1F)NC(=O)NC1CCCCC1 the results were Cneo AK release 0, ERAP1 inh -1, LGR2 antag 16, S100A4 MyoIIA 3, Xi reactivation -0.1, SIRT5 inh -2, PGC1a acetyl inh 4 and Statin myotox sup -2.
For O=S1(=O)CC(N2CCC(Cc3ccccc3)CC2)CN1C1CCCC1 (stereo unspecified) the results were Cneo AK release 0, LGR2 antag -5, S100A4 MyoIIA -4, Xi reactivation 0.2, SIRT5 inh -1, PGC1a acetyl inh 6 and Statin myotox sup 10.
`CC(=Nc1ccccc1)c1sc2ccccc2c1O` gave Cneo AK release 0, ERAP1 inh 4, LGR2 antag 5, S100A4 MyoIIA -7, SIRT5 inh -3, PGC1a acetyl inh -3 and Statin myotox sup 8.
Screening O=C(Nc1cccc2cccnc12)C1CCCC1 returned Cneo AK release 0, ERAP1 inh 0, LGR2 antag 2, S100A4 MyoIIA -4, Xi reactivation -0.1, SIRT5 inh 15 and PGC1a acetyl inh -3.
Nc1c(-c2ccc(F)c(F)c2)nc2ncccn12 was read as LGR2 antag 5, S100A4 MyoIIA -2, Xi reactivation 0.1 and SIRT5 inh 0.
Cc1noc(C)c1S(=O)(=O)Nc1ccc2c(c1)C(=O)N([C@@H](C)CO)C[C@@H](C)[C@@H](CN(C)S(=O)(=O)c1ccc(Cl)cc1)OCCCC[C@@H](C)O2 was read as Cneo AK release -2, ERAP1 inh 0, LGR2 antag 4, S100A4 MyoIIA 4, Xi reactivation -0.1, SIRT5 inh 1 and Statin myotox sup 61.

Only part of the results is shown. The share of hits here may be higher or lower than overall.
